# Screens: PubChem BioAssay, Broad Institute
# S100A4 MyoIIA = inhibitors of human S100A4 binding to myosin IIA peptide; S100A4/TAMRA-MyoIIA peptide fluorescence polarization; 0.14% of 360,000 active; inhibition, % at 10.7 µM; P26447;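 active = mean inhibition of at least 70% across replicates, with every replicate also reaching that level; inconclusive = mean inhibition reaches 70% but some replicates fall short; inactive = mean inhibition below 70%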
# Target sequence (P26447 whole entry, looked up): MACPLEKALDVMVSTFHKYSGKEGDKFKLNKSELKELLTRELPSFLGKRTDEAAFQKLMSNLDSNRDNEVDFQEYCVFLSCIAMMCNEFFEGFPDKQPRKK
#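 Material: S100A4 monomer protein / Buffer or medium: 50 mM HEPES pH 7.2, 10 mM CaCl2, 100 mM KCl / Times: 5 min incubation before reading / Benchmarks: neutral control DMSO, positive control TFP / Reagent: labelled myosin peptide probe, 5 nM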
# CASP6 VEID inh = inhibitors of human caspase-6; P55212; purified caspase-6, Z-VEID-R110 cleavage fluorescence; inhibition, % at 12.5 µM; 0.53% of 350,000 active; AID 686996;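 active = mean inhibition across replicates at least about 35%, with every replicate also reaching that limit, limit read from the data; inconclusive = only one of the two criteria met; inactive = neither criterion met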;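 note: 0% = median of neutral control wells and 100% = no fluorescence left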
# Target sequence (P55212 24-179 limits assumed): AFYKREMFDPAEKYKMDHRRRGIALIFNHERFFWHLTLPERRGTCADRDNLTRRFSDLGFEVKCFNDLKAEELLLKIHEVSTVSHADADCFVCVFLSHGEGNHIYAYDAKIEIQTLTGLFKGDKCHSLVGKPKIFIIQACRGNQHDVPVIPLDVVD
# Target sequence (P55212 194-293 limits assumed): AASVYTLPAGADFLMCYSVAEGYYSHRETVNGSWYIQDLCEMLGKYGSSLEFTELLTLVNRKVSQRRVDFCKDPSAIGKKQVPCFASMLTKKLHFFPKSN
# Statin myotox sup = protects C2C12 myotubes from simvastatin toxicity; 0.78% of 330,000 active; rescue of ATP level, % at 7.49 µM; AID 602340; ATP luminescence, 48 h; scaled: DMSO 0, geranylgeraniol control 100;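 active = mean ATP rescue above about 67%, or every replicate alone reaching that limit, limit read from the data, passing the limit was not always enough; inconclusive = no clear call, values can overlap the other calls; inactive = mean under the limit and some replicate under it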;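 note: myotubes were challenged with 10 µM simvastatin during compound exposure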
# SIRT5 block = blocks human SIRT5 desuccinylation of peptide; Q9NXA8; Purified SirT5, succinyl-peptide AMC, trypsin-coupled fluorescence; inhibition, % at 15 µM; 1.1% of 330,000 active; in the data active = inhibition above about 15%; inconclusive = no clear call, values can overlap the other calls
# Target sequence (Q9NXA8 whole entry, looked up): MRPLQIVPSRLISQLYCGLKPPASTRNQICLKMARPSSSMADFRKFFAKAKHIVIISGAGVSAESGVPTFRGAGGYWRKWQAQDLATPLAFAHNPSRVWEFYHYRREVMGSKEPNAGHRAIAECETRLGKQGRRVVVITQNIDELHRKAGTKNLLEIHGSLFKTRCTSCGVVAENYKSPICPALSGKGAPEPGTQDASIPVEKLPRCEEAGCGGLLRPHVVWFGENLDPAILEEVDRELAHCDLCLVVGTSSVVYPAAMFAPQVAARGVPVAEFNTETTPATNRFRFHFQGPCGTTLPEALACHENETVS
# FN deposition inh = fibronectin deposition inhibition | 0.086% of 350,000 active | AH1F fibroblasts, Alexa488-fibronectin deposition fluorescence, overnight | inhibition, % at 12.6 µM;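 active = mean inhibition across replicates of 30% or more, regardless of how many single replicates reach that level; inconclusive = mean under 30% yet at least half of replicates reach 30%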;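 note: positive control wells lacked labelled fibronectin entirely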
#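 Schedule: 1 h cell adhesion before compound, then overnight fibronectin incubation; test system: AH1F fibroblast monolayer depositing Alexa488-labelled fibronectin into matrix; quantity: 10000 AH1F cells per well; probe or stimulus: fluorescent fibronectin at 24 nM final; signal: fluorescence, ex 485 nm, em 525 nm; evaluation: percent inhibition as loss of matrix-bound fibronectin fluorescence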
# LGR2 inh = inhibitors of bursicon-induced Drosophila LGR2 receptor cAMP signaling. HEK293 LGR2, CRE-luciferase, bursicon-stimulated, 4 h. inhibition, % at 9.99 µM. 0.35% of 380,000 active. AID 720647;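 active = drop in luminescence signal, shown as inhibition above about 50% in the replicate tests, limit read from the data, passing the limit was not always enough; inconclusive = probably only some replicates passing the limit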;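 note: agonist challenge used bursicon conditioned medium at about half maximal strength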
# esBAF inh = inhibitors of esBAF chromatin remodeling in mouse ES cells; reporter increase, % at 12.5 µM; Bmi1-luciferase knock-in reporter, 24 h; 100% = twice the neutral-well signal; 2% of 350,000 active; in the data active = activation above about 40%; inconclusive = no clear call, values can overlap the other calls;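 note: 0% = median of the plate's neutral control wells and 100% = double that signal; a rise in the Bmi1 reporter signal indicates esBAF inhibition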
# * = called active by the depositor; ? = inconclusive; · = not tested or not shown. Some of the compounds tested; the hit share may differ from the screen's.
SMILES,S100A4 MyoIIA,CASP6 VEID inh,Statin myotox sup,SIRT5 block,FN deposition inh,LGR2 inh,esBAF inh
C[C@H](CO)N1C[C@H](C)[C@@H](CN(C)S(=O)(=O)c2ccc(F)cc2)Oc2c(NC(=O)c3nc4ccccc4s3)cccc2C1=O,0,2,11,0,·,-11,3
O=C(Nc1ccc2ccccc2c1)/C(=C/c1cccc(Br)c1)NC(=O)c1ccco1,0,0,-9,-10,4,-3,-10
CCOC(=O)C1=C(C)NC(=S)NC1c1ccc(OC(=O)c2ccco2)cc1 (stereo not drawn),·,·,-3,·,6,2,-7
CCOC(=O)C(=O)Nc1nc(-c2ccc3c(c2)CCN3C(=O)C2CC2)c(C)s1,1,5,-10,-4,-16,-20,8
CCCc1cc(C(=O)Nc2nnc(C)s2)cs1,·,·,11,·,3,-53,50*
COc1ccccc1NC(=O)CN1CCN(CC(=O)Nc2ccc(Cl)c(C(F)(F)F)c2)CC1,·,·,-19,·,·,14,-8
Cc1cccc(S(=O)(=O)N(C)C[C@H]2OCc3ccccc3-c3ccccc3C(=O)N([C@H](C)CO)C[C@@H]2C)c1,10,1,48,0,4,-10,2
COC(=O)C1(C(=O)OC)C[C@H](c2ccc(OC)cc2)N(Cc2ccccc2OC)[C@@H]1c1ccccc1,-2,-1,·,-2,·,4,·
C[C@H](CO)N1C[C@H](C)[C@@H](CN(C)C(=O)Nc2ccc(C(F)(F)F)cc2)Oc2ccc(NS(=O)(=O)c3ccc(Cl)cc3)cc2C1=O,·,·,-55,·,·,10,-3
O=C(NCc1cn2ccsc2n1)Nc1ccc(Cl)cc1,·,·,1,·,-13,·,2
O=C1NC(=O)/C(=C/c2ccco2)N1,1,0,11,·,-22,-4,8
Cc1ccc2nc(-c3cccc(Br)c3)c(Cc3ccccn3)n2c1,-5,1,1,-1,0,10,48*
C[C@H]1CN([C@@H](C)CO)C(=O)c2cc(N(C)C)ccc2O[C@H]1CN(C)Cc1ccc(-c2ccccc2)cc1,-3,3,-32,-5,·,9,0
Fc1ccc(/C=C/c2nnc(-c3cccs3)o2)cc1,-3,-3,·,-4,·,-82,·
CC(=O)Nc1ccc(S(=O)(=O)N2CCC(C(=O)N[C@@H](C)C(=O)NC3CCCC3)CC2)cc1,1,1,-1,-1,-1,-7,7
CC1(C(=O)NS(=O)(=O)c2ccccc2Cl)CCN1C(=O)Cc1cccs1 (stereo not drawn),-1,1,-2,·,-1,12,-10
CCN(C(=O)COC(=O)CSc1ccc([N+](=O)[O-])cc1)C1CCS(=O)(=O)C1 (stereo not drawn),-4,10,·,9,-6,-14,·
CC(C)(C)[C@@H]1C=C(C(=O)N2CCCC2)O[C@H](OCc2ccc(CO)cc2)C1,-4,2,·,-1,·,·,·
CC(=O)c1ccc(NC(=O)/C(=C\c2ccc(F)cc2)NC(=O)c2ccco2)cc1,-1,-1,-7,3,-2,0,-10
N#C/C=C1\Sc2ccccc2C(=O)N1CC(=O)N1CCN(S(=O)(=O)c2ccccc2)CC1,·,·,2,·,1,·,77*

# A second format for some results above:
SMILES	S100A4 MyoIIA	CASP6 VEID inh	Statin myotox sup	SIRT5 block	FN deposition inh	LGR2 inh	esBAF inh
Cc1ccc2nc(-c3cccc(Br)c3)c(Cc3ccccn3)n2c1	-5	1	1	-1	0	10	48*
CC(=O)c1ccc(NC(=O)/C(=C\c2ccc(F)cc2)NC(=O)c2ccco2)cc1	-1	-1	-7	3	-2	0	-10

# (more compounds)
SMILES,S100A4 MyoIIA,CASP6 VEID inh,Statin myotox sup,SIRT5 block,FN deposition inh,LGR2 inh,esBAF inh
COCCNc1nc(N)c([N+](=O)[O-])c(Nc2ccc(F)cc2)n1,-9,-1,3,-4,1,-6,13
O=C(NC[C@@H]1[C@H](c2ccccc2)[C@H](CO)N1CC1CCCC1)c1cccnc1,·,·,33,·,·,-4,1
Cc1ccc(NC(=O)CC2S/C(=N/N=C/c3ccco3)NC2=O)cc1Cl (stereo not drawn),0,3,·,-5,4,-2,·
CSc1ccc(/C=C/C(=O)NC23CC4CC(CC(C4)C2)C3)cc1,2,-3,4,-3,0,-40,9
Cc1ccc(S(=O)(=O)N2CC=C(C(=O)NCCC(C)C)CC2)cc1,-3,0,8,·,-7,-11,-3
Cc1cc(Br)ccc1NC(=O)CSCc1c(C)noc1C,4,0,18,-1,0,-4,3
CN(C(=O)COc1ccc(-c2nnco2)cc1)C1CCS(=O)(=O)C1 (stereo not drawn),-1,1,2,-3,-2,5,-14
O=C(C[C@H]1CC[C@H]2[C@@H](COC[C@H](O)CN2C(=O)Nc2cccc(F)c2)O1)NCc1ccccc1F,5,2,1,2,-10,-34,16
O=C(Cc1cccc(NC(=O)C2CCCN(C(=O)CCc3ccccc3)C2)c1)Nc1ccc(C(=O)N2CCCCC2)cc1 (stereo not drawn),-2,1,-8,-6,8,-2,22
COC(=O)c1ccc(Cn2cnc3c(cnn3-c3ccc(Cl)cc3)c2=O)o1,-3,2,·,-2,11,14,·
COc1ccc(CN(C)C[C@@H]2Oc3ccc(NC(=O)CCCN(C)C)cc3C(=O)N([C@@H](C)CO)C[C@H]2C)cc1,6,-20,-12,1,·,-18,2
CS(=O)(=O)N1CC(=O)N2[C@H](CO)[C@H](c3ccc(C#Cc4ccc(F)cc4)cc3)[C@@H]2C1,3,3,·,2,6,-20,·
Cc1ccc2nc(N(CCCN(C)C)C(=O)CN3C(=O)c4ccccc4C3=O)sc2c1,-1,-9,·,-6,6,5,·
O=C1COc2ccc(C(=O)CCl)cc2N1,-3,-1,·,5,2,3,·
CC(=O)c1ccc(N2CCN(C(=S)NCc3ccco3)CC2)cc1,4,-6,-6,-3,2,3,1
O=C(CN1CCN(S(=O)(=O)c2ccc(Cl)cc2)CC1)Nc1ccc2c(c1)CCC2,4,4,·,3,3,21,·
COc1cccc(Nc2nnc(SCC(=O)N3CC(C)OC(C)C3)s2)c1 (stereo not drawn),2,-5,2,0,·,-13,2
O=C(O)CCCCCN=C1CCc2ccccc2N1,7,·,·,·,-12,13,-8
CO[C@H]1O[C@H](CO)[C@@H](OC(=O)Nc2cccc(F)c2)[C@H](OC(=O)Nc2ccc3c(c2)OCO3)[C@@H]1OC(=O)Nc1ccc2c(c1)OCO2,-5,-1,·,3,·,·,·
CCCc1cc(C(N)=O)c(NC(=O)c2ccoc2C)s1,-3,11,-11,0,·,2,4
CCn1cc(CN2CCC(C(=O)Nc3ccc(Oc4cccnc4)cc3)CC2)cn1,-6,-15,·,0,-2,9,·
COc1ccccc1NC(=O)N1CC(=O)N2[C@H](CO)[C@@H](c3ccc(C#CC4CC4)cc3)[C@H]2C1,3,·,·,22*,·,-12,·
Cc1ccc(-c2nc(N)n(C(=O)c3cccnc3)n2)cc1,·,·,0,·,10,·,43*
COCCN(C(=O)Cc1cccs1)C(C(=O)NC1CCCC1)c1cc(OC)c(OC)c(OC)c1 (stereo not drawn),0,3,54,-2,2,-13,-2
C[C@H](NC(=O)c1nc[nH]c1C(=O)NCC(=O)OCc1ccccc1)C(=O)OC(C)(C)C,29,3,-6,3,12,9,-3
CCCS(=O)(=O)NC(=O)C1(C)CCCN(C(=O)c2ccc(OC)cc2OC)C1 (stereo not drawn),-12,-1,-26,·,1,8,-5
CC(=O)Nc1ccc(NC(=O)C(C)OC(=O)C2CCCC2)cc1 (stereo not drawn),-3,-1,0,0,1,6,6
C=CCc1ccc(OCCCCNC2CCCC2)c(OC)c1,26,-11,·,7,-8,23,·
CC/C(=N/NC(=O)c1ccc2c(c1)OCO2)c1ccccc1O,1,-5,-18,3,20,-68,?
Cc1ccc(C(=O)COC(=O)COc2ccc(C)c(C)c2)cc1,-1,-8,5,-5,10,-6,2

# Results in LGR2 inh and S100A4 MyoIIA, for some of the entries so far:
Molecule | LGR2 inh | S100A4 MyoIIA
CCCc1cc(C(=O)Nc2nnc(C)s2)cs1 | -53 | ·
CC(=O)c1ccc(NC(=O)/C(=C\c2ccc(F)cc2)NC(=O)c2ccco2)cc1 | 0 | -1
CN(C(=O)COc1ccc(-c2nnco2)cc1)C1CCS(=O)(=O)C1 (stereo not drawn) | 5 | -1

# Further entries.
SMILES,S100A4 MyoIIA,CASP6 VEID inh,Statin myotox sup,SIRT5 block,FN deposition inh,LGR2 inh,esBAF inh
COc1cccc(CNC(=O)C[C@H]2C=C[C@H](NC(=O)C3CCOCC3)[C@H](CO)O2)c1,-5,-1,-3,6,8,-18,2
CC1CCN(S(=O)(=O)c2ccc(NC(=O)CN3CCCC3)cc2)CC1,-5,-6,-18,-3,2,-17,-6
CSc1ccccc1C(=O)C1CCCN(C(=O)c2cc(C(C)C)no2)C1 (stereo not drawn),3,-2,-1,2,-33,-2,4
Cc1ccc(NC(=O)CN(c2ccc(C)cc2)S(=O)(=O)c2cccc3nonc23)cc1,-8,-1,·,-2,12,4,·
CCCn1nnnc1NCc1ccccc1OCc1cccs1,-9,-1,-3,-5,·,-18,-7
Cc1cc(Br)c(NC(=O)COC(=O)CC2CC3CCC2C3)c(Br)c1 (stereo not drawn),4,-2,-7,19*,-3,-17,·
COc1ccccc1N1CC(C(=O)OCC(=O)Nc2cc(C)on2)CC1=O (stereo not drawn),9,0,-13,1,1,0,0
CCN(C(=O)COC(=O)c1cccc(C)c1[N+](=O)[O-])c1c(N)n(Cc2ccccc2)c(=O)[nH]c1=O,5,2,6,-3,3,-8,-5
CCCn1nc(Oc2nc(NCC)nc(NC(C)C)n2)ccc1=O,·,·,-5,·,2,·,-4
CC(C)C1NC(C(=O)O)Cc2c1[nH]c1ccccc21 (stereo not drawn),-3,-5,-6,-14,9,1,4
CCC(C)NS(=O)(=O)c1ccc(NC(=O)Cc2ccc(OC)cc2)cc1 (stereo not drawn),-3,1,·,1,6,·,·
COCC(=O)Nc1ccc2c(c1)OC[C@H](C)N(Cc1ccccc1F)C[C@H](C)[C@H](OC)CN(C)C2=O,2,-2,·,1,7,-8,·
COCc1[nH]nc2c1C(c1cccc(C(F)(F)F)c1)NC2=O (stereo not drawn),-7,-3,·,·,0,-18,·
CC1CCN(CCCn2c(=S)[nH]c3ccc(N4CCOCC4)cc3c2=O)CC1,·,·,13,·,-4,·,-6
O=C(CNC(=O)c1cccs1)OCC(=O)c1ccccc1Cl,1,2,·,-1,4,-2,·
CO[C@@H]1CN(C)C(=O)c2ccc(NS(=O)(=O)c3ccccc3Cl)cc2OC[C@H](C)NC[C@@H]1C,·,·,1,·,-10,9,5
Cc1cccc(C)c1NC(=O)CNC(=O)C12CC3CC(CC(O)(C3)C1)C2,1,-3,·,-2,4,-4,·
O=C(c1cc(C2CCCCN2C(=O)OCCF)on1)N1CCOCC1 (stereo not drawn),-4,-1,0,·,0,-25,-1
CO[C@@H]1CN(C)C(=O)c2ccc(NC(=O)Nc3ccccc3F)cc2OC[C@@H](C)N(C(C)=O)C[C@@H]1C,-5,-1,3,1,·,5,-2
COc1ccc2c3c(n(C)c2c1)[C@@H](CO)N(C)CC31CN(S(=O)(=O)c2cccs2)C1,-6,-1,·,-4,8,-1,·
CCC1CCCCN1CCCNC(=O)C1CCN(c2nnc(-n3cccc3)s2)CC1 (stereo not drawn),-4,-101,-1,-1,-1,-4,2
Cc1ccc(Sc2ncccc2[N+](=O)[O-])cc1,-6,1,0,0,8,8,-38
COc1ccc(S(=O)(=O)Nc2c(C)cccc2C)cc1-n1cnnn1,-1,-2,-1,2,0,-10,0
O=C(CCC(=O)c1cccs1)OCc1ccc([N+](=O)[O-])cc1,0,0,0,3,-3,0,2
CCOC(=O)c1nn(-c2ccc(Cl)cc2)c2nc(-c3ccc(C)cc3)c(C#N)c(=O)n12,·,·,7,·,·,1,-14
CCCOc1ccc(Cn2c(=O)oc3ccc(C)cc32)cc1OC,·,·,5,·,-3,·,15
C[C@H]1CN([C@@H](C)CO)C(=O)c2cc(NC(=O)Nc3ccccc3)ccc2O[C@@H]1CN(C)S(=O)(=O)c1cn(C)cn1,2,1,·,-3,·,-10,3
